# Screens (PubChem)
# PfHsp40 yeast: rescue of yeast from PfHsp40 toxicity, primary screen, S. cerevisiae, ATP luminescence | S. cerevisiae expressing PfHsp40, growth rescue | AID 504582, 2011 | 340,000 compounds, 0.68% hits | growth rescue, % at 12.5 µM; in the data active = growth rescue above about 28%, passing the limit was not always enough; inconclusive = no clear call, values can overlap the other calls;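 note: yeast W303a lacking pdr1 and pdr3 grown in galactose medium; growth measured after three days at 30 °C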
# TcdB inh: TcdB glycohydrolase inhibitors, primary screen, biochemical, single point, plate reader. TcdB glycohydrolase enzymatic assay. inhibition, % at 9.99 µM. 350,000 compounds, 0.24% hits. AID 652162, 2013; in the data active = inhibition above about 10%
# PriA SSB inh: inhibitors of Klebsiella pneumoniae PriA binding to SSB C-terminal tail, primary screen, biochemical, AlphaScreen. 430,000 compounds, 0.6% hits. AID 1272365, 2023. inhibition, % at 33 µM. AlphaScreen SSBct-PriA binding, biotinylated peptide. PriA–SSB C-terminal tail interaction (Klebsiella pneumoniae); in the data active = inhibition mostly above about 37%, no sharp cut-off; inactive = mostly below about 20%;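 note: plate controls were negative control peptide for no effect and reference peptide for full effect; strong numbers were not always called active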
# BH1578 lux ind: inducers of Vibrio cholerae quorum light production without autoinducers, primary screen, BH1578 luxS cqsA deficient, single point. V. cholerae BH1578 lux reporter, luminescence, 6 h. activation, % at 18.7 µM. 350,000 compounds, 0.16% hits; in the data active = activation mostly above about 9.7%, no sharp cut-off; inconclusive = no clear call, values can overlap the other calls; inactive = mostly below about 3.7%; note: not every result past the cut was called active; inactives centre near 0; reference of the scale not given here
# PrPC surface inh: inhibitors of human cell surface prion protein PrPC, primary screen, cell-based, TR-FRET | TR-FRET read-out | inhibition, % at 13.8 µM | 370,000 compounds, 0.43% hits | AID 720596, 2013 | Major prion protein (Homo sapiens), P04156; in the data active = inhibition above about 24%; note: 0% = median of the test wells and 100% = reference compound wells
# 3CLpro inhibitor: SARS-CoV 3CLpro protease inhibitors, primary screen, biochemical, quenched FRET | 290,000 compounds, 0.14% hits | Replicase polyprotein 1ab (Severe acute respiratory syndrome coronavirus), P0C6X7 | inhibition, % at 6 µM | AID 1706, 2009 | recombinant SARS-CoV 3CLpro, quenched FRET peptide cleavage; in the data active = inhibition above about 12%
# Yp Topo-I inh: Yersinia pestis topoisomerase I inhibitors, primary screen, biochemical, cleavage product accumulation, plate reader, single point; DNA topoisomerase I (Yersinia pestis CO92); Y. pestis Topo-I cleavage product accumulation; activity, % at 10 µM; 360,000 compounds, 0.064% hits; AID 504884, 2011; in the data active = activity above about 50%, passing the limit was not always enough; inconclusive = no clear call, values can overlap the other calls; note: inactives centre near 2
# Anthrax LF prot: Bacillus anthracis LF protease inhibitors, primary screen, biochemical, multiplex microsphere, MLPCN library; 360,000 compounds, 0.12% hits; Lethal factor (Bacillus anthracis), P15917; multiplex microsphere protease cleavage assay; inhibition, % at 10 µM; note: plate controls were buffer without enzyme for full effect and enzyme alone for no effect
# Target sequence (P15917 whole entry, looked up): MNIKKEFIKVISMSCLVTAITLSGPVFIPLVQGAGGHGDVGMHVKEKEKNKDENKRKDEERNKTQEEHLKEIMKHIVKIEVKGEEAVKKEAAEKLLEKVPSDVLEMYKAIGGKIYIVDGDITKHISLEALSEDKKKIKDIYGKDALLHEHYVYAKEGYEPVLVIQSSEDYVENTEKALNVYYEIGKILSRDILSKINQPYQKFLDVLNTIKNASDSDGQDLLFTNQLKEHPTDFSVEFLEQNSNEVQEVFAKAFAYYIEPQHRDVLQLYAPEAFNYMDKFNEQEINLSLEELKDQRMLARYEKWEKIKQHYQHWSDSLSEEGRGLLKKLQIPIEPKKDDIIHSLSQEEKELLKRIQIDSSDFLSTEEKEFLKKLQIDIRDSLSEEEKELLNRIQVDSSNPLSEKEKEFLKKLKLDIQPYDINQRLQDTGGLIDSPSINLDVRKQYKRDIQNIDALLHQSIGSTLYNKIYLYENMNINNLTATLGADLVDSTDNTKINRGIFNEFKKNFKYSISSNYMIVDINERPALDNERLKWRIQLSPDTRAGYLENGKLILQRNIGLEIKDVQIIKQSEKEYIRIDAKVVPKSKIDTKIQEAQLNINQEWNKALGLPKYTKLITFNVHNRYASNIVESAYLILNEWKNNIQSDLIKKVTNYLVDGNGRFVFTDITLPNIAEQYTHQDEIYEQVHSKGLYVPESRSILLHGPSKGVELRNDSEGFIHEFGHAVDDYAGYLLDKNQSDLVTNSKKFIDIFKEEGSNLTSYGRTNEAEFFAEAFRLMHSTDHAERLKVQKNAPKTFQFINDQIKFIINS
# BoNT-A LC inh2: BoNT/A light chain protease inhibitors, primary screen, biochemical, flow cytometry, MLPCN library; inhibition, % at 10 µM; multiplex microsphere protease substrate cleavage; Botulinum neurotoxin type A light chain protease (Clostridium botulinum A str. ATCC 3502); AID 588499, 2011; 360,000 compounds, 0.17% hits; note: plate controls were buffer without enzyme for full effect and enzyme alone for no effect
# Numbers without * were called inactive; i = inactive; ? = inconclusive; . = no result given; & = joins results of further samples. Cut-off read from the data, not from the text of the source, unless noted: active = inhibition above about 30%; inconclusive = no clear call, values can overlap the other calls; inactive = below that. A portion of the library, so the mix of outcomes need not match the whole.
1	COc1ccc(C(=O)C(OC(=O)c2ccccc2)c2ccccc2)cc1 (stereo unspecified)
2	CC(C)NC(=O)C1(C)CCCCN1Cc1cccc(C(F)(F)F)c1 (stereo unspecified)
3	C=CCSc1nnc(NC(=O)C2CC(=O)N(c3ccc4c(c3)OCCO4)C2)s1 (stereo unspecified)
4	CC(=O)c1ccccc1NC(=O)COC(=O)CN1C(=O)C2CCCCC2C1=O (stereo unspecified)
5	C#CCOc1ccc(/C=C2/C(=O)ON=C2C)cc1OCC
6	COc1c(C)cc(C(O)c2ncc(-c3cccc(F)c3)[nH]2)cc1C (stereo unspecified)
7	CC(=O)Nc1ccc(S(=O)(=O)N2CCN(C(=O)c3ncoc3-c3ccccc3C)CC2)cc1
8	Cc1ccccc1NC(=S)NC(C)C(c1ccccc1)N1CCN(C)CC1 (stereo unspecified)

Compound,1,2,3,4,5,6,7,8
PfHsp40 yeast,0.8,.,1.4,-1.7,1.3,.,0.3,-1.1
TcdB inh,.,1.0,3.1,0.8,-2.4,0.2,1.1,0.5
PriA SSB inh,-2,.,2,-12,-10,.,-14,5&-2
BH1578 lux ind,-0.4,i,i,-1.0,-8.3,i,i,3.1
PrPC surface inh,6,-9,-5,5,-10,3,3,-3
3CLpro inhibitor,-5,.,.,.,5,.,3,3
Yp Topo-I inh,21,5,20,2,-1,-5,3,-8
Anthrax LF prot,-1,-4,0,-3,12,4,7,-7
BoNT-A LC inh2,-1.8,-0.4,3.8,1.6,-1.0,-0.6,-1.7,0.2

9	CCN(CC)C(=O)c1ccccc1NS(=O)(=O)c1cccs1
10	Cc1c(C(=O)N2CCCCC2CCN2CCCC2=O)oc2c(F)cccc12 (stereo unspecified)
11	O=C(CC[C@H]1O[C@@H](n2cnc3c(NC(=O)c4ccccc4)ncnc32)[C@H](O)[C@@H]1O)NCC1CCCCC1
12	Oc1ccc(C(=S)N2CCCCC2)cc1
13	CC1CN(Cc2ccccc2)c2nc3c(c(=O)n(C)c(=O)n3C)n2C1 (stereo unspecified)
14	Cn1c(SCC(=O)NC2CCCC2)nnc1-c1ccncc1
15	O=C(Cc1ccccc1)Nc1ccccc1Sc1ccccc1
16	O=C1CSC(c2cccnc2)N1Cc1ccc(Cl)cc1 (stereo unspecified)

Compound,9,10,11,12,13,14,15,16
PfHsp40 yeast,-0.6,-0.8,.,0.7,-0.3,-1.7,0.8,-1.4
TcdB inh,1.5,-0.6,0.8,.,1.9,0.7,.,0.7
PriA SSB inh,-10,-17,.,-12,3,-6,-72,-4
BH1578 lux ind,i,-0.8,.,.,i,-0.2,-0.2,i
PrPC surface inh,-2,8,5,-1,.,8,-1,-3
3CLpro inhibitor,-3,2,.,-2,5,0,3,4
Yp Topo-I inh,4,10,.,-3,11,4,14,2
Anthrax LF prot,-4,2,0,-6,0,0,0,-2
BoNT-A LC inh2,0.7,1.6,-0.6,0.0,?,0.5,0.3,-0.1

17	CN(C)C(C(=O)NC1CCCCC1)c1ccc(Cl)cc1 (stereo unspecified)
18	CC(C)=CCC12CN3CCN(CC(C3)C1=O)C2
19	CCOc1ccc(C(=O)NCc2cccnc2)cc1
20	COc1ccc(/C=C2\SC(=O)N(CCNC(=O)C3CCN(S(=O)(=O)c4cccs4)CC3)C2=O)cc1
21	Cc1ccc(S(=O)(=O)CCC(=O)OC(C)C(=O)NC2CCCCC2C)cc1 (stereo unspecified)
22	CCOC(=O)N1CCN(Cc2nc(-c3cccc(C)c3)no2)CC1
23	OC1(c2ccc(OC(F)F)cc2)CSC(=Nc2cccnc2)N1C1CC1 (stereo unspecified)
24	CCOc1ccc(NC(=O)CSc2nnc(Cc3csc(C)n3)o2)cc1

Compound,17,18,19,20,21,22,23,24
PfHsp40 yeast,-1.0,-0.3,-1.2,-0.4,0.3,-1.3,0.3,3.4
TcdB inh,.,.,.,.,1.1,1.9,.,0.4
PriA SSB inh,-15,-12,-13,-8,-1,-16,31,-11
BH1578 lux ind,i,i,i,-0.3,i,i,0.4,0.8
PrPC surface inh,4,-1,-6,5,-2,1,-2,7
3CLpro inhibitor,-7,-3,3,0,.,2,2,0
Yp Topo-I inh,0,-1,-4,18,-7,13,3,5
Anthrax LF prot,1,1,-6,0,6,0,.,3
BoNT-A LC inh2,0.0,0.5,-0.7,0.8,-2.0,2.5,.,2.1

25	COc1cc(/C=C2\SC(=S)N(C(Cc3ccccc3)C(=O)O)C2=O)ccc1O (stereo unspecified)
26	COc1ccc(-c2cnn3c4c(c(C)nc23)CCN4C2CCCC2)cc1OC
27	COc1cccc(C(NC(C)=O)c2nc(-c3cccc(C(F)(F)F)c3)cs2)c1 (stereo unspecified)
28	O=C(c1ccc(-n2cncn2)c([N+](=O)[O-])c1)N1CCN(S(=O)(=O)c2ccccc2F)CC1
29	COc1ccc(CC(N)c2csc(Nc3ccc(C(=O)c4ccccc4)cc3)n2)cc1 (stereo unspecified)
30	COc1ccc(C(=O)OCC(=O)Nc2ccc3[nH]c(=O)[nH]c3c2)cc1
31	S=c1[nH]nc(-c2ccc(Cl)cc2Cl)n1-c1ccc(Cl)cc1
32	COc1cc(C(=O)NCCOc2ccccc2)c(Br)c(OC)c1OC

Compound,25,26,27,28,29,30,31,32
PfHsp40 yeast,1.7,-1.1,.,0.1,.,0.7,2.4,0.7
TcdB inh,0.4,.,0.9,0.6,0.2,2.4,6.7,.
PriA SSB inh,-8,2,.,-11,.,11,12,-11
BH1578 lux ind,0.1,i,i,2.0,-0.7,-0.2,-0.6,i
PrPC surface inh,-26,9,5,-14,3,5,-6,2
3CLpro inhibitor,8,-1,.,.,.,.,5,-6
Yp Topo-I inh,16,-4,14,-4,-20,-9,2,-3
Anthrax LF prot,4,-2,-4,-1,-10,.,.,-2
BoNT-A LC inh2,0.7,-2.4,0.1,4.6,-0.5,.,.,0.3

33	COC(=O)c1ccc(CNC(=O)CNC(=O)c2sc3ccccc3c2Cl)cc1
34	CCn1c(CSCc2ccc(F)cc2)nnc1SCC(=O)NCc1ccccc1
35	CC(C)NC(=O)CSc1nnc(-c2ccc(S(=O)(=O)N3CCCC3)cc2)n1CC1CCCO1 (stereo unspecified)
36	O=C(Nc1ccc2c(c1)OCO2)C1Cc2ccccc2CN1S(=O)(=O)c1cccs1 (stereo unspecified)
37	CCC(C)N1C(=O)NC(=O)C2(Cc3c(ccc4ccccc34)N(C)C2)C1=O (stereo unspecified)
38	COC(=O)[C@]1(Cc2ccccc2)N[C@H](CN(C)C(=O)Nc2ccc(C(F)(F)F)cc2)[C@@H]2C(=O)N(Cc3ccccc3)C(=O)[C@@H]21
39	O=C(c1ccc(CS(=O)Cc2ccc(Cl)cc2)o1)N1CCN(c2ccccc2F)CC1 (stereo unspecified)
40	OC(c1ccccc1)(c1ccccc1)C1CCN(C(=S)NC2CCCC2)CC1

Compound,33,34,35,36,37,38,39,40
PfHsp40 yeast,-1.5,-0.9,1.5,4.1,2.4,1.3,-0.3,0.5
TcdB inh,0.5,.,.,.,.,0.7,-1.6,0.5
PriA SSB inh,17,-8,-4,4,11,8,7,-1
BH1578 lux ind,i,-0.5,.,i,3.2,-6.2,i,i
PrPC surface inh,-4,-1,-2,2,0,-3,1,-1
3CLpro inhibitor,.,-2,2,6,-2,.,2,4
Yp Topo-I inh,-2,22,-1,1,0,-9,14,5
Anthrax LF prot,-1,2,1,.,-8,1,0,0
BoNT-A LC inh2,4.1,-0.3,-0.2,.,-1.9,0.0,2.0,-0.1

41	CCNC(=O)C1(C)CCN(C(=O)c2ccccc2F)C1 (stereo unspecified)
42	O=C(Nc1ccc2c(c1)OCCO2)C1CC1c1ccccc1 (stereo unspecified)
43	CC(=O)Nc1ccc(C2Nc3cc(C)c(C)cc3NC3=C2C(=O)CC(C)(C)C3)cc1 (stereo unspecified)
44	O=C1c2ccccc2[C@@H]2C[C@@H](O)[C@H](Nc3ccccc3Cl)CCN12
45	COc1ccc(-c2nn(-c3ccccc3)cc2/C=N/O)cc1
46	CCCCOc1ccc(CCC(=O)N/N=C/c2ccco2)cc1
47	Cc1cc(C)c(C#N)c(SCc2ccc(C(=O)O)cc2)n1
48	COc1cccc(S(=O)(=O)Nc2ccc3sc(C)nc3c2)c1

Compound,41,42,43,44,45,46,47,48
PfHsp40 yeast,.,2.4,0.7,0.9,1.2,0.6,-0.2,-0.4
TcdB inh,0.5,.,3.1,1.4,0.5,1.2,-7.2,.
PriA SSB inh,.,7,-8,-11,.,i,-3,2&-9
BH1578 lux ind,i,-4.8,-0.2,i,i,i,i,-0.9
PrPC surface inh,0,7,7,-6,2,-3,5,3
3CLpro inhibitor,.,3,-1,.,-4,12,4,0
Yp Topo-I inh,4,-4,-22,5,1,9,-3,-2
Anthrax LF prot,-8,2,-17,-1,-7,-2,32*,-3
BoNT-A LC inh2,0.7,0.7,0.1,0.3,1.6,1.0,0.4,-0.2

49	COc1ccc(OC)c(S(=O)(=O)NCc2csc(-c3ccccc3)n2)c1
50	COc1ccc(C2CC(c3ccccc3)Nc3nc(NS(C)(=O)=O)nn32)cc1 (stereo unspecified)
51	COc1ccccc1NC(=O)C(C)OC(=O)COc1cccc2c1OC(C)(C)C2 (stereo unspecified)
52	COc1ccc(NC(=O)c2sccc2SCc2cccc(C(F)(F)F)c2)cc1
53	CCCC1COC(Cn2cncn2)(c2ccc(C)cc2)O1 (stereo unspecified)
54	COc1ccc(C(CNC(=O)c2oc3cc(Br)ccc3c2C)N2CCCCC2)cc1 (stereo unspecified)

Compound,49,50,51,52,53,54
PfHsp40 yeast,0.5,0.8,1.8,-0.8,132*,-0.5
TcdB inh,.,0.6,1.8,.,0.8,-0.1
PriA SSB inh,-4,-6,-20,-63,-4,0
BH1578 lux ind,i,0.6,-2.5,-0.3,i,-6.2
PrPC surface inh,-3,-1,1,4,-8,1
3CLpro inhibitor,0,1,.,5,1,-5
Yp Topo-I inh,11,-7,27,5,3,38
Anthrax LF prot,3,-2,4,-6,-1,-3
BoNT-A LC inh2,0.9,0.9,-0.8,-0.8,-0.8,-1.5

# Shown with two lines to a compound: part of the list above
# Sequence of screens – PfHsp40 yeast, TcdB inh, PriA SSB inh, BH1578 lux ind, PrPC surface inh, 3CLpro inhibitor, Yp Topo-I inh, Anthrax LF prot, BoNT-A LC inh2
47. Cc1cc(C)c(C#N)c(SCc2ccc(C(=O)O)cc2)n1
 : -0.2, -7.2, -3, i, 5, 4, -3, 32*, 0.4
48. COc1cccc(S(=O)(=O)Nc2ccc3sc(C)nc3c2)c1
 : -0.4, ., 2&-9, -0.9, 3, 0, -2, -3, -0.2
49. COc1ccc(OC)c(S(=O)(=O)NCc2csc(-c3ccccc3)n2)c1
 : 0.5, ., -4, i, -3, 0, 11, 3, 0.9
50. COc1ccc(C2CC(c3ccccc3)Nc3nc(NS(C)(=O)=O)nn32)cc1 (stereo unspecified)
 : 0.8, 0.6, -6, 0.6, -1, 1, -7, -2, 0.9
51. COc1ccccc1NC(=O)C(C)OC(=O)COc1cccc2c1OC(C)(C)C2 (stereo unspecified)
 : 1.8, 1.8, -20, -2.5, 1, ., 27, 4, -0.8
52. COc1ccc(NC(=O)c2sccc2SCc2cccc(C(F)(F)F)c2)cc1
 : -0.8, ., -63, -0.3, 4, 5, 5, -6, -0.8
53. CCCC1COC(Cn2cncn2)(c2ccc(C)cc2)O1 (stereo unspecified)
 : 132*, 0.8, -4, i, -8, 1, 3, -1, -0.8
54. COc1ccc(C(CNC(=O)c2oc3cc(Br)ccc3c2C)N2CCCCC2)cc1 (stereo unspecified)
 : -0.5, -0.1, 0, -6.2, 1, -5, 38, -3, -1.5
